High-throughput results deposited in PubChem by National Center for Advancing Translational Sciences (NCATS).
IL-2 act = IL-2 activation; IL-2 activation reporter assay, cell-based qHTS; stimulated with anti-CD3/CD4/CD28 beads; in transgenic mouse T cells; AID 652025; activation, % (series mostly up to about 46 µM); 360,000 tested, 0.065% active; in the data active = activation above about 50%; inconclusive = mostly about 30% to 49%; note: 0% is about no effect
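First, unstimulated transgenic mouse T cells were exposed to compound for 60 min. Next, anti-CD3/anti-CD4-coated beads with anti-CD28 were added. Finally, after 18 h at 37 degrees C, EGFP and DsRed were imaged.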
EPAC1 antagonist = blocks human EPAC1 exchange factor. O95398. EPAC1 GEF assay, Rap1b-BODIPY-GDP exchange fluorescence. Potency, µM (top dose mostly 115 µM), for inactives: top-dose activity change, negative = inhibition, most hits filed as inhibitors. 360,000 tested, 0.14% active. AID 720709;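 note: potency is the fitted concentration of half-maximal effect; plate controls were vehicle for no effect and positive control for full effect; nearly all actives have a fitted effect of over 50% in size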
Target sequence (O95398 whole entry, looked up): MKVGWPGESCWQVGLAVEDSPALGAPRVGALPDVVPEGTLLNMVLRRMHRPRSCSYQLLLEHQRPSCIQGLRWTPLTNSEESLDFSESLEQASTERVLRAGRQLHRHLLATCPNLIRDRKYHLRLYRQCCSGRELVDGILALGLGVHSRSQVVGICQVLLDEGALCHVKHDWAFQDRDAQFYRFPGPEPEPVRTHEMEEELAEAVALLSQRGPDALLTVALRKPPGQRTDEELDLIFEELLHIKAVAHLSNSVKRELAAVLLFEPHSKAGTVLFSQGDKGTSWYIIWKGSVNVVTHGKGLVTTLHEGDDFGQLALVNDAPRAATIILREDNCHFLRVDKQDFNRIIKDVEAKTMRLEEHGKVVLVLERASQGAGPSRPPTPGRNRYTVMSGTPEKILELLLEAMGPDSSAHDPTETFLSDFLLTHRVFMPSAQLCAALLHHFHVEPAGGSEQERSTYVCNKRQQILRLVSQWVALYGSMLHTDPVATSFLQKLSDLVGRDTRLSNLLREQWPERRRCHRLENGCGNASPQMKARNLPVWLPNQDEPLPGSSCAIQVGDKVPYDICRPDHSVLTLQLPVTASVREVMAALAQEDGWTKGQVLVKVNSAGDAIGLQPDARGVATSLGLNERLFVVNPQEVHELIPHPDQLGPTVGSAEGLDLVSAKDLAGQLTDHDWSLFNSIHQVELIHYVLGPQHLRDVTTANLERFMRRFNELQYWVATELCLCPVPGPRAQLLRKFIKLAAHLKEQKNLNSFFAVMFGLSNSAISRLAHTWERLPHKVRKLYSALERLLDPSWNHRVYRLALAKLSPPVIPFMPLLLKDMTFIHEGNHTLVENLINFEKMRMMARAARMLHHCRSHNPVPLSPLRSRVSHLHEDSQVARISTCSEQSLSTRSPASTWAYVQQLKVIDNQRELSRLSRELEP
CCT chaperon mod = cytosolic chaperonin activity modulation. purified chaperonin ATPase assay, HTRF ADP detection, 30 min. activity change, % (concentration not given with the values), hits read low. 360,000 tested, 0.3% active; in the data active = activity change below about -30%; note: % is set by controls: 0 for no effect and ±100 for the full control effect
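TRiC (40 or 20 nM final, by batch activity) in 30 mM Tris pH 7.4, 100 mM KCl, 5 mM MgCl2, 1 mM DTT was treated with compound at 76 uM single dose, then 10 uM ATP, 30 min at 37 °C. ADP was read by HTRF Transcreener.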
EPAC2 ag = activates human EPAC2 exchange factor; Potency, µM (highest dose often 154 µM), without a hit: at the top dose activation, most hits filed as activators; 360,000 tested, 0.079% active; Q8WZA2; EPAC2 activation, biochemical qHTS; response scale: 100% = 6.5 mM cAMP response; AID 720711; note: potency is the fitted concentration of half-maximal effect; nearly all actives have a fitted effect of over 50% in size
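qHTS, titration series. 100 nM EPAC2 / 250 nM Rap1B-BODIPY-GDP / 50 uM GDP; RT; ex 480/em 540 nm, 5-min reads to 30 min. Norm. to 6.5 mM cAMP = activation.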
PLK1 PBD block = blocks phosphopeptide binding to human PLK1 polo-box domain | P53350 | Plk1 PBD binding of FITC phosphopeptide, fluorescence polarization | Potency, µM, without a hit: max response, negative = inhibition, actives largely listed as inhibitors | 360,000 tested, 2.8% active | AID 720504; note: potency is the fitted concentration of half-maximal effect; series mostly up to about 57 µM; % is set by controls: 0 for no effect and ±100 for the full control effect; nearly all actives have a fitted effect of over 65% in size
EPAC1 ag = activates human EPAC1 exchange factor; EPAC1 agonist qHTS, biochemical assay; response scale: 100% = response to 6.5 mM cAMP; Potency, µM (top dose mostly 154 µM), without a hit: at the top dose activation, usual class: activators; 360,000 tested, 0.073% active; AID 720707; note: potency is the fitted concentration of half-maximal effect; nearly all actives have a fitted effect of over 60% in size
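Fluorescent GDP-exchange assay: 100 nM EPAC1 with 250 nM Rap1B preloaded with BODIPY-GDP and 50 uM GDP; compounds tested as concentration series, 5 min at room temperature, then read every 5 min for 30 min (ex 480/em 540 nm); normalized to 6.5 mM cAMP.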
PI5P4Ka inh = PI5P4K alpha (human) kinase inhibition; AID 652105; max response, %; PI5P4Kalpha enzyme, ADP-Glo luminescence, 60 min; active compounds read low; 330,000 tested, 1.2% active; active = max response of -50% or lower; inconclusive = between -30% and -50%; inactive = -30% or higher; note: value at the top dose of about 77 µM; % is set by controls: 0 for no effect and ±100 for the full control effect
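Single end-point luminescence (ADP-Glo) quantified ADP from PI5P4Kalpha turnover; ATP 5 microM final, 1 h at RT, 0.1% CHAPS and 0.28 mM EGTA in HEPES pH 7.4.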
WRN inhibitor = inhibitors of human WRN helicase | 360,000 tested, 0.46% active | WRN helicase unwinding, fluorescent forked duplex, kinetic | AID 651768 | Potency, µM (top dose mostly 114 µM), inactives show at the highest dose activity change, negative = inhibition, actives largely listed as inhibitors | Q14191; note: potency is the fitted concentration of half-maximal effect; % is set by controls: 0 for no effect and ±100 for the full control effect; nearly all actives have a fitted effect of over 55% in size
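Fluorescence dequenching readout, ex 525 nm/em 598 nm, kinetic mode: forked duplex DNA (100 nM final) with adjacent fluorophore and quencher unwound by WRN (20 nM final) with 2 mM ATP. Compound preincubation 15 min, room temperature.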
* = called active by the depositor; ? = inconclusive; nt = no result given; & = joins results of further samples; [ ] = dose if it differs, or a comment. Unless noted, calls come from the whole dose curve; as a rule, active = well fitted curve in the direction sought with a large enough effect; inconclusive = small, poorly fitted or top-dose-only effect, or another doubt; inactive = no such curve, though single readings can be large; an effect the other way counts as inactive or inconclusive. This is a subset; count on the stated rates, not on these rows.

SMILES	IL-2 act	EPAC1 antagonist	CCT chaperon mod	EPAC2 ag	PLK1 PBD block	EPAC1 ag	PI5P4Ka inh	WRN inhibitor
CCOC(=O)C1(C#N)C(=O)CSC1=Nc1ccccc1Cl (stereo not drawn)	-3.2	-29%	-1.0	9%	-9%	5%	-15	-26%
COc1ccc(CCNC(=O)C2CCCN(S(=O)(=O)c3ccc(F)cc3)C2)cc1OC (stereo not drawn)	-1.2	-15%	-1.3	10%	-22%	-7%	4	-21%
COc1cc(C(=O)OC(C)CN2CCOCC2)cc(OC)c1OC (stereo not drawn)	-0.4&-2.2	-12%&2%	1.3&-1.4	2%&-6%	0%&-4%	-3%&-15%	1&2	0%&1%
S=C(NCc1ccccc1)Nc1ccc2cn[nH]c2c1	-0.7	3%	-1.7	7%	-3%	1%	2	8%
CCCN1C(=O)C(Cc2nc3ccccc3c(=O)n2-c2ccccc2)c2cc(C)ccc21 (stereo not drawn)	-3.3	?	-1.6	16%	-12%	11%	5	7%
Cc1nn(C)cc1S(=O)(=O)N1CCN(Cc2cccc(Cl)c2)CC1	-1.0	-6%	1.0	-3%	?	0%	1	-15%
COc1ccc(C(=O)/C=C/Nc2ccccn2)cc1	-1.0	3%	-1.0	9%	-8%	5%	nt	-21%
CCOC(=O)C[C@H]1c2cc(F)ccc2S(=O)(=O)N1c1ccccc1	0.5	1%	-0.3	6%	0%	14%	-1	14%
CN=C1S/C(=C\c2ccc(O)c(Br)c2)C(=O)N1C	0.6	-22%	-2.7	8%	-19%	4%	-79*	-1%[57.1 µM]
Nn1c(Cc2ccccc2)nc2ccccc2c1=O	-1.5	0%	-3.2	1%	1%	-2%	-23	-1%
Nc1nc(Oc2ccc(F)cc2)c(Br)c(=O)[nH]1	1.1	2%	0.4	14%	-4%	6%	8	-7%
O=C(Cc1cccc(NC(=O)C2CCN(C(=O)C3CCCC3)CC2)c1)Nc1cccc(C(=O)N2CCCCC2)c1	-0.4	3%	-0.1	8%	-11%	-18%	5	-7%
CCN(CC)C(=O)C(=O)c1cn(CC(=O)NCc2ccc3c(c2)OCO3)c2ccccc12	-1.5	-3%	1.2	-4%	-2%	-10%	-10	2%
CCc1nc(C)ccc1OCC(=O)NCCCN(C)C	-3.2	25%	2.7	3%	-2%	5%	nt	-29%
O=C1NC(=O)C(c2cccs2)(c2cccs2)N1	1.0	16%	-4.3	9%	-12%	8%	-4	5%
Cc1onc(-c2c(F)cccc2Cl)c1C(=O)ONC(=O)c1ccco1	0.2	-3%	0.2	9%	-13%	2%	-1	-3%
Oc1ccc(/C=N/NC2=NCCCCC2)c(O)c1	3.0	-21%	-0.5	2%	-5%	-2%	-8	-3%
O=C(CCC(=O)N1CCN(S(=O)(=O)c2ccc(Cl)cc2)CC1)NC1CCCc2ccccc21 (stereo not drawn)	0.0	?	1.2	13%	-9%	6%	1	0%
O=C(Cn1cc2c(n1)CCCC2)NCCCN1CCCC1	-1.3	-14%	1.2	9%	-9%	-2%	-5	4%
O=S(=O)(Nc1ccc(F)cc1)c1ccc(NC(=S)Nc2ccccc2)cc1	-3.6	-21%	-4.7	11%	-22%	10%	-5	-21%
Cc1nc(-n2nnc(CO)c2CO)nc2c1CCC2	-4.5	-26%	-3.7	3%	-7%	2%	-11	?
COC(=O)c1nccc2c1[nH]c1ccccc12	0.1	-26%	-2.6	7%	4%	7%	0	-1%
CCOc1ccc(NC(=O)[C@H](Cc2ccccc2)NC(=O)C2CCNCC2)cc1	-1.9	7%	-3.1	12%	-16%	-1%	4	5%
CS(=O)(=O)N(CC(=O)NCCSC1CCCCC1)c1cccc(F)c1	-0.4	-5%	-1.5	-6%	-8%	0%	4	10%
CCOC(=O)C1(Cc2cccc(OC)c2)CCN(C/C=C/c2ccc(OC)cc2)CC1	-1.8	-20%	-0.5	18%	?	1%	2	-11%

Next results
SMILES	IL-2 act	EPAC1 antagonist	CCT chaperon mod	EPAC2 ag	PLK1 PBD block	EPAC1 ag	PI5P4Ka inh	WRN inhibitor
Cc1ccc(C)c(-n2c(C)cc(/C=N/NC(=O)c3c(C)nc4cc(C)ccn34)c2C)c1	-2.9	5%	1.8	-13%	1%	10%	-10	-19%
CCN(CC(=O)Nc1ccccc1C(F)(F)F)C(=O)C1CSC2(C)CCC(=O)N12 (stereo not drawn)	-1.0	-24%	-5.0	11%	-7%	-3%	3	0%
CN(Cc1nc2ccccc2c(=O)[nH]1)C(=O)c1cccc(NC(=O)c2cccs2)c1	-4.3	6%	-4.2	2%	-12%	13%	0	-23%
COc1ccccc1-n1cc(C(=O)N2CCCC(CO)(Cc3ccccc3C)C2)cn1 (stereo not drawn)	-2.9	-15%	1.7	15%	-5%	1%	-1	-6%
O=C(Nc1sc2c(c1C(=O)O)CCC2)c1cccs1	-3.5	-3%	1.1	3%	-21%	-3%	-21	-17%
COc1cc(NC(=O)CCNC(=O)Cn2cnc3ccccc3c2=O)cc(OC)c1OC	-1.0	0%	-3.2	8%	-14%	-4%	-1	-7%
CCC(CO)n1cnnc1-c1ccncc1 (stereo not drawn)	-3.5	2%	-0.9	8%	0%	8%	0	-1%
C[C@H](CO)N1C[C@H](C)[C@@H](CN(C)Cc2ccc(C(=O)O)cc2)Oc2ccc(NS(=O)(=O)c3cn(C)cn3)cc2C1=O	2.5	17%	-0.4	3%	-3%	-8%	-7	-2%
CC(=O)c1ccc(NC(=O)C(C)OC(=O)c2ccc(Br)o2)cc1 (stereo not drawn)	-7.4	12%	-0.1	1%	0%	9%	1	0%
CCN(CC)S(=O)(=O)c1ccc(N2CCOCC2)c(NC(=O)c2ccc(F)cc2)c1	1.6	-3%	-0.3	-2%	?	-8%	-5	8%[57.1 µM]
Cc1c(C(=O)NCc2ccc([N+](=O)[O-])cc2)sc(=O)n1Cc1ccc(-c2ccccc2)cc1	1.4	-6%	-0.3	7%	-10%	4%	9	6%[57.1 µM]
COC(=O)c1ccccc1NC(=O)CCNC(=O)Cn1cnc2ccccc2c1=O	-0.7	-2%	0.4	5%	-2%	1%	9	2%[57.1 µM]
O=C(CN1CCN(c2ccccn2)CC1)Nc1ccccc1	2.1	-16%	-4.8	25%	-11%	14%	-10	-29%
Cc1ccc(S(=O)(=O)N2CCN(C(=O)COC(=O)c3oc4ccccc4c3C)CC2)cc1	-2.5	12%	-2.1	-2%	2%	0%	1	-6%
O=C(c1ccccc1)c1ccc(OCC(O)CNCc2cccc(Cl)c2)cc1 (stereo not drawn)	-6.2	-15%	2.7	12%	9%	-3%	8	-12%
C=CCOCC(O)Cn1c(N2CCCC2)nc2c1c(=O)[nH]c(=O)n2C (stereo not drawn)	-0.8	-1%	0.5	-1%	-4%	11%	0	-2%
COc1ccc(S(=O)(=O)/N=C2/NC(=O)/C(=C\c3ccco3)S2)cc1	1.2	0%	-1.3	-6%	-27%	-5%	-18	-27%[57.1 µM]
O=C1[C@@H]2Cc3c([nH]c4ccccc34)C(c3ccc(Cl)cc3)N2C(=O)CN1CCO (stereo partly drawn)	-0.9	-14%	-2.9	7%	-13%	-2%	3	5%
O=C1Oc2ccccc2C(=O)/C1=C\N1CCN(c2ccccc2)CC1	-1.2	-4%	-0.9	15%	-24%	8%	6	-23%
COc1ccccc1NC(=O)CCN1C(=O)c2ccccc2C1=O	0.8	-3%	-4.0	-4%	-17%	-3%	-5	7%
COC(=O)[C@H](C)[C@H]1C[C@]1(C)[C@H](NC(=O)OCc1ccccc1)c1ccccc1	-0.2	-9%	-2.2	3%	4%	-18%	1	-2%
CN(CC(=O)NCCc1ccccc1)S(=O)(=O)c1ccc(Br)cc1	2.2	1%	0.1	7%	-6%	2%	0	5%
COCCNC(=S)N/N=C(\C)c1ccccc1OC	-4.3	1%	2.4	12%	0%	1%	1	9%
O=C(Nc1ccc(Br)cc1)C1OCCc2ccccc21 (stereo not drawn)	-2.5	-11%	1.2	-4%	-17%	9%	3	-11%
Cc1ccc(NC(=O)c2cc(N3CCOCC3)nc3ccccc23)cc1	0.4	-19%	-0.3	17%	-3%	12%	nt	-13%

A stretch of the results above, for reference:
SMILES	IL-2 act	EPAC1 antagonist	CCT chaperon mod	EPAC2 ag	PLK1 PBD block	EPAC1 ag	PI5P4Ka inh	WRN inhibitor
COCCNC(=S)N/N=C(\C)c1ccccc1OC	-4.3	1%	2.4	12%	0%	1%	1	9%
O=C(Nc1ccc(Br)cc1)C1OCCc2ccccc21 (stereo not drawn)	-2.5	-11%	1.2	-4%	-17%	9%	3	-11%

Next section
SMILES	IL-2 act	EPAC1 antagonist	CCT chaperon mod	EPAC2 ag	PLK1 PBD block	EPAC1 ag	PI5P4Ka inh	WRN inhibitor
COc1ccc(C(C)=O)cc1CSc1nnc(-c2ccncc2)o1	1.2	15%	1.0	6%	-9%	-7%	-16	4%
Cc1ccc(-c2ccc(CN3C(CC(C)C)C(=O)N(Cc4cn(CCC5OCCO5)nn4)CCS3(=O)=O)cc2)cc1 (stereo not drawn)	-3.2	-8%	-0.9	1%	-12%	-4%	11	-9%
CC(C)CN(C(=O)c1cc(Cl)nc2ccccc12)c1c(N)n(Cc2ccccc2)c(=O)[nH]c1=O	6.5	-7%	2.1	5%	-12%	-6%	6	-4%
NC(=O)CC(NC(=O)c1ccccc1)c1ccc(NCc2ccc(F)cc2)c([N+](=O)[O-])c1 (stereo not drawn)	0.0	-1%	-2.2	5%	-8%	-24%	-12	-2%
O=C(OCCN1C(=O)c2ccccc2C1=O)Oc1ccccc1	-0.1	-17%	-3.9	12%	-4%	-1%	4	1%
CCCc1cc(=O)[nH]c(SCC(=O)CSc2nc(CCC)cc(=O)[nH]2)n1	0.4	6%	2.6	3%	-16%	-2%	10	-6%
C#CCOCCOCCOCCNc1nc(N2CCN(C(=O)[C@H](CCCCN)n3cc(CC(C)O)nn3)CC2)nc(N2CCN(C(=O)[C@H](CCCCN)n3cc(CC(C)O)nn3)CC2)n1 (stereo partly drawn)	0.1	-4%	-0.8	11%	-2%	-1%	2	-5%
CCN(CC)c1ncnc2c1ncn2[C@H]1CN(Cc2ccc(Cl)cc2)C[C@@H](CO)O1	-0.4	-9%	-1.2	3%	0%	-16%	14	-6%
CC(C)NC(=O)COc1ccc(Cl)cc1Cl	1.1	12%	0.1	1%	-8%	3%	nt	-1%
O=C(Nc1ccnn1C1CCN(CCCc2ccccc2)CC1)c1ccccc1	-1.6	12%	-0.4	8%	5%	1%	6	-6%
CCCCCN=Cc1c(C)[nH]n(-c2nc3ccccc3s2)c1=O	0.7	0%	1.5	-12%	-1%	-2%	nt	4%
CCn1c(SCC(=O)c2c[nH]c3ccccc23)nc2cc(S(=O)(=O)N3CCOCC3)ccc21	0.5	-3%	-2.4	6%	-14%	6%	-8	-18%
